Bioassay records: PubChem BioAssay, The Scripps Research Institute Molecular Screening Center
proKLK7 act: proKLK7 zymogen activators, primary screen, biochemical, fluorescence intensity | purified proKLK7, EDANS-DABCYL substrate fluorescence; 100% is mature enzyme control, 0% vehicle | activation, % at 7 µM | 370,000 compounds, 0.9% hits | AID 652039, 2013;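 active = activation above the mean of all tested compounds plus 3 SD, computed per campaign excluding outliers beyond control limits, cut at about 13% in these data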
MBD2 inh: inhibitors of MBD2 binding to methylated DNA, primary screen, biochemical, TR-FRET, DNA-binding domain, human; Methyl-CpG-binding domain protein 2 (Homo sapiens), Q9UBB5; MBD2 binding to methylated oligonucleotide; inhibition, % at 4.4 µM; 370,000 compounds, 0.31% hits; AID 686964, 2013; in the data active = inhibition above about 13%
Target sequence (Q9UBB5 whole entry, looked up, the tested form may be a part): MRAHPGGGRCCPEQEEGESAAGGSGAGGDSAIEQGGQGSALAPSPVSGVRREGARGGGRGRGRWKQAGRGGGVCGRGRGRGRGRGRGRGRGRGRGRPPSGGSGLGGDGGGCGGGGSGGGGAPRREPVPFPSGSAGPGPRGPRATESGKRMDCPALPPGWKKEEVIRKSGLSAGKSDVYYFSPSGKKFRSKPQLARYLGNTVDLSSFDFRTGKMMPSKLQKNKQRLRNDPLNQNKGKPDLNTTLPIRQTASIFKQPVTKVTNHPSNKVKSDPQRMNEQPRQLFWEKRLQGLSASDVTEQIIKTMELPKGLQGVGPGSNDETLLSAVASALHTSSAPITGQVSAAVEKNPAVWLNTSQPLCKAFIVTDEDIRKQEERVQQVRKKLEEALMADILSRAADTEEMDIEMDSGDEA
DDE Tn6 FP inh: inhibitors of Tn6 peptide binding to fibrin DD(E), primary screen, biochemical, fluorescence polarization, human fibrin, Tn6 probe | AID 720509, 2013 | Fibrin DD(E) TRITC-Tn6 fluorescence polarization displacement | inhibition, % at 8.3 µM | 370,000 compounds, 0.21% hits;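 active = inhibition above a per-campaign cutoff: mean of compounds within control limits plus 3 SD, cut at about 15% in these data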;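 also: 0% = median of all compound wells on the plate and 100% = blocking peptide control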
Target sequence (P02675 whole entry, looked up): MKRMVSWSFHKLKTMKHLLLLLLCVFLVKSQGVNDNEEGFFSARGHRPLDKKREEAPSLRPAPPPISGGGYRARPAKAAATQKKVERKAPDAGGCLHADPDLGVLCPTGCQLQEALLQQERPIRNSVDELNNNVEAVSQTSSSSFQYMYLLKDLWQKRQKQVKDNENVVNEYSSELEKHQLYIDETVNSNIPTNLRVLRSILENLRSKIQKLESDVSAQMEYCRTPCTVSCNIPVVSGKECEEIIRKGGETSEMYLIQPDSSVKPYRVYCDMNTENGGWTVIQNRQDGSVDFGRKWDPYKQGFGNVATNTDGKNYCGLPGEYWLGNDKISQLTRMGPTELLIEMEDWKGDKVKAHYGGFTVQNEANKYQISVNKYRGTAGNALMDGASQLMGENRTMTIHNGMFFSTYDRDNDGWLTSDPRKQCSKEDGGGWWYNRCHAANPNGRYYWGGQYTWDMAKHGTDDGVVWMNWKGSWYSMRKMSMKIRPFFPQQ
PLCg1 inh: PLC-gamma1 enzyme inhibitors, primary screen, biochemical, fluorescence, purified enzyme. AID 720700, 2013. fluorogenic substrate. 370,000 compounds, 0.84% hits. inhibition, % at 12.2 µM; in the data active = inhibition above about 9.5%
ASAP1 GAP inh: inhibitors of human ASAP1 ArfGAP activity, primary screen, biochemical, fluorescence polarization; 360,000 compounds, 0.19% hits; inhibition, % at 16.5 µM; AID 624377, 2012; ASAP1-stimulated ARF1 GTP hydrolysis, GDP FP detection; in the data active = inhibition above about 25%;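 also: 0% = vehicle with enzyme and substrate and 100% = no enzyme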
Tn7 DDE FP: inhibitors of Tn7 peptide binding to fibrin DD(E), primary screen, biochemical, fluorescence polarization, human fibrin, Tn7 probe. FP displacement of FITC-Tn7 peptide from fibrin DD(E); 0% = median of compound wells per plate. inhibition, % at 8.3 µM. 370,000 compounds, 0.13% hits;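 active = inhibition above the mean of compounds falling within the control limits plus 3 SD of them, cut at about 14% in these data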;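 also: 0% = plate median of compound wells and 100% = 10 µM Aha-Tn7 peptide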
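System: human fibrin DD(E); quantity: Fibrin-DD(E) at 2 µM final; also added: fluorescent Tn7 probe at 0.1 µM; compound dosing: single nominal test concentration of 8.3 µM per compound; schedule: 10 min preincubation, 3 h with tracer, room temperature; detection: fluorescence polarization of the labelled Tn7 tracer; repeats: one replicate per compound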
UHRF1 binding: UHRF1 methylated DNA binding inhibitors, primary screen, counter-screen for MBD2 inhibitor project, biochemical, TR-FRET, human UHRF1, single concentration. UHRF1 binding to methylated oligo. inhibition, % at 4.4 µM. 370,000 compounds, 0.75% hits; in the data active = inhibition above about 21%;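 also: UHRF1 SRA domain binding a hemimethylated CpG hairpin DNA probe; 0% = median of test compound wells and 100% = reference inhibitor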
PLC-beta3 inh: human PLC-beta3 inhibitors, primary screen, biochemical, fluorescence; 1-phosphatidylinositol 4,5-bisphosphate phosphodiesterase beta-3 (Homo sapiens), Q01970; AID 720704, 2013; 370,000 compounds, 0.18% hits; inhibition, % at 12.2 µM; Purified PLC-beta3, fluorogenic substrate; in the data active = inhibition above about 11%;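 also: 0% = median of compound wells on plate and 100% = full blocker control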
ADAM17 inh: ADAM17 inhibitors, primary screen, biochemical, QFRET | 370,000 compounds, 0.83% hits | inhibition, % at 6.95 µM | recombinant ADAM17, EDANS/DABCYL FRET peptide cleavage;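 active = inhibition above the mean of compounds lying between control limits plus 3 SD, set per campaign, cut at about 8.5% in these data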;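 also: 0% = DMSO-only wells as the low control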
ARFGAP1 inh: inhibitors of rat ARFGAP1 GAP activity, primary screen, biochemical, fluorescence polarization, GDP tracer | inhibition, % at 16.5 µM | Arfgap1-stimulated ARF1 GTP hydrolysis, GDP FP detection | 360,000 compounds, 0.26% hits;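 active = inhibition above a per-plate limit, mean inhibition of low control wells plus 3 SD, cut at about 25% in these data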;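 also: 0% = DMSO wells with enzyme and 100% = wells lacking Arfgap1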
Target sequence (Q62848 1-136 limits assumed): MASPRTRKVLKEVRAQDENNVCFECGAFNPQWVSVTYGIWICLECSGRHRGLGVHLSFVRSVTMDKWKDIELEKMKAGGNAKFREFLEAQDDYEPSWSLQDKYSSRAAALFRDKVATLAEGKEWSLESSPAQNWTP
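Material: truncated rat Arfgap1 GAP domain; Incubation: compound-enzyme preincubation 20 min, reaction 120 min, detection 60 min, 25 °C; Read-out: percent inhibition of Arfgap1-stimulated GTP hydrolysis; Technique: FP, GDP Alexa 633 tracer displaced from anti-GDP antibody, 620/688 nm; Controls: No-Arfgap1 wells (100%) versus DMSO full-reaction wells (0%); Replication: single well per compound.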
* hit, by the source's call.

Screening CC1=CC(c2ccccc2)n2nc(NS(=O)(=O)c3ccc(C)cc3)nc2N1 (configuration not stated) returned proKLK7 act -7.4, MBD2 inh 3, DDE Tn6 FP inh -1, PLCg1 inh -374, ASAP1 GAP inh 6, Tn7 DDE FP 11, UHRF1 binding -2, PLC-beta3 inh inactive, ADAM17 inh -199 and ARFGAP1 inh -6.
`CCOC(=O)c1ccccc1Cc1nc2ccccc2c(=O)[nH]1` gave proKLK7 act -0.3, MBD2 inh -4, DDE Tn6 FP inh 3, PLCg1 inh 4, ASAP1 GAP inh 13, Tn7 DDE FP 4, UHRF1 binding 0, PLC-beta3 inh 0, ADAM17 inh -6 and ARFGAP1 inh 3.
Screening CN1CCN(C(=O)c2cn(-c3ccccc3)nc2-c2cccs2)CC1 returned proKLK7 act -0.8, MBD2 inh -6, DDE Tn6 FP inh -4, PLCg1 inh 3, ASAP1 GAP inh 1, Tn7 DDE FP 0, UHRF1 binding -4, PLC-beta3 inh 4, ADAM17 inh 1 and ARFGAP1 inh -5.
Screening COc1ccc(-c2c(C#N)c(N)nc3c2c(=O)n(C)c(=O)n3C)cc1Cl returned proKLK7 act -0.1, MBD2 inh 6, DDE Tn6 FP inh 3, PLCg1 inh -2, ASAP1 GAP inh -6, Tn7 DDE FP -9, UHRF1 binding 4, PLC-beta3 inh -3, ADAM17 inh -3 and ARFGAP1 inh 9.
For O=c1c2ccccc2ncn1Cc1cccc2ccccc12 the results were proKLK7 act -0.4, MBD2 inh 1, DDE Tn6 FP inh -9, PLCg1 inh 1, ASAP1 GAP inh -5, Tn7 DDE FP -4, UHRF1 binding -3, PLC-beta3 inh 1, ADAM17 inh 4 and ARFGAP1 inh -4.
Screening Cn1cc(CN2CCC(CO)(CCCc3ccccc3)CC2)c(-c2ccccc2)n1 returned proKLK7 act 0.3, MBD2 inh -3, DDE Tn6 FP inh 3, PLCg1 inh 0, ASAP1 GAP inh -2, Tn7 DDE FP 0, UHRF1 binding 1, PLC-beta3 inh -4, ADAM17 inh -6 and ARFGAP1 inh 8.
CCc1c(C)c(C#N)c2nc3ccccc3n2c1N(C)C was read as proKLK7 act 1.3, MBD2 inh -5, DDE Tn6 FP inh 12, PLCg1 inh -24, ASAP1 GAP inh 3, Tn7 DDE FP 0, UHRF1 binding 4, PLC-beta3 inh -27, ADAM17 inh -6 and ARFGAP1 inh -2.
For O=C(CCCn1c(=S)[nH]c2cc3c(cc2c1=O)OCO3)N1CCc2ccccc2C1 the results were proKLK7 act 0.2, MBD2 inh -3, DDE Tn6 FP inh 4, PLCg1 inh 0, ASAP1 GAP inh -5, Tn7 DDE FP -2, UHRF1 binding -3, PLC-beta3 inh 3, ADAM17 inh -2 and ARFGAP1 inh 1.
CO/N=C/C(=N\Nc1ccc(OC)cc1)C(=O)c1ccc(OC)cc1 was read as proKLK7 act -0.3, MBD2 inh -7, DDE Tn6 FP inh 4, PLCg1 inh -2, ASAP1 GAP inh 13, Tn7 DDE FP 1, UHRF1 binding 0, PLC-beta3 inh 2, ADAM17 inh 2 and ARFGAP1 inh -8.
O=C(NNC(=O)C1CCN(c2ncccn2)CC1)c1ccncc1 was read as proKLK7 act 0.5, MBD2 inh 0, DDE Tn6 FP inh 2, PLCg1 inh -9, ASAP1 GAP inh -1, Tn7 DDE FP 5, UHRF1 binding -1, PLC-beta3 inh -14, ADAM17 inh -10 and ARFGAP1 inh -5.
`COc1ccc(CCn2c(=N)c(C(=O)NCc3ccco3)cc3c(=O)n4cccc(C)c4nc32)cc1` gave proKLK7 act -5.1, MBD2 inh 8, DDE Tn6 FP inh -8, PLCg1 inh -52, ASAP1 GAP inh -4, Tn7 DDE FP -3, UHRF1 binding -5, PLC-beta3 inh -54, ADAM17 inh -43 and ARFGAP1 inh -3.
CC(C)(C)NC(=O)c1cccc2c1OC(C)(C)C2 was read as proKLK7 act -0.1, MBD2 inh 2, DDE Tn6 FP inh -14, PLCg1 inh 16*, ASAP1 GAP inh 12, Tn7 DDE FP -4, UHRF1 binding 7, PLC-beta3 inh -6, ADAM17 inh 0 and ARFGAP1 inh 7.
For CC(C)C(=O)NCCCc1ccccc1 the results were proKLK7 act 0.0, MBD2 inh 3, DDE Tn6 FP inh 2, PLCg1 inh 1, ASAP1 GAP inh -6, Tn7 DDE FP -3, UHRF1 binding 1, PLC-beta3 inh 5, ADAM17 inh 0 and ARFGAP1 inh 0.
For Cc1cc2c(C)cc(=O)[nH]c2cc1NC(=O)CCl the results were proKLK7 act 0.4, MBD2 inh 8, DDE Tn6 FP inh -8, PLCg1 inh -9, ASAP1 GAP inh 1, Tn7 DDE FP 5, UHRF1 binding 4, PLC-beta3 inh -28, ADAM17 inh -48 and ARFGAP1 inh -11.
Screening Cc1cnc(C(=O)OC(C)C(=O)c2c(C)[nH]c3ccccc23)cn1 (configuration not stated) returned proKLK7 act 0.3, MBD2 inh 0, DDE Tn6 FP inh 3, PLCg1 inh 1, ASAP1 GAP inh 6, Tn7 DDE FP -6, UHRF1 binding 1, PLC-beta3 inh 1, ADAM17 inh -1 and ARFGAP1 inh -5.
`O=C(Nc1ccc(N2CCN(C(=O)c3cccs3)CC2)cc1)c1ccc([N+](=O)[O-])o1` gave proKLK7 act 0.5, MBD2 inh 0, DDE Tn6 FP inh -8, PLCg1 inh 2, ASAP1 GAP inh 1, Tn7 DDE FP 1, UHRF1 binding 3, PLC-beta3 inh -2, ADAM17 inh -3 and ARFGAP1 inh 4.
`NC(=S)N=Nc1ccc(NN=C(N)N)cc1` gave proKLK7 act -0.1, MBD2 inh -4, DDE Tn6 FP inh -6, PLCg1 inh 1, ASAP1 GAP inh 0, Tn7 DDE FP 5, UHRF1 binding -3, PLC-beta3 inh -2, ADAM17 inh -1 and ARFGAP1 inh 11.
`O=C1CCC/C1=C\c1ccccc1` gave proKLK7 act -0.3, MBD2 inh -4, DDE Tn6 FP inh 3, PLCg1 inh -1, ASAP1 GAP inh -3, Tn7 DDE FP -5, UHRF1 binding -1, PLC-beta3 inh -3, ADAM17 inh 1 and ARFGAP1 inh 8.
CCOc1ccc(NC(=S)NCCCn2ccnc2)cc1 was read as proKLK7 act -0.6, MBD2 inh 4, DDE Tn6 FP inh 1, PLCg1 inh -1, ASAP1 GAP inh -3, Tn7 DDE FP 3, UHRF1 binding 2, PLC-beta3 inh -3, ADAM17 inh -1 and ARFGAP1 inh 4.
`CCOC(=O)C1=C(C)NC(=O)NC1c1ccsc1` (configuration not stated) gave proKLK7 act -0.3, MBD2 inh -1, DDE Tn6 FP inh -3, PLCg1 inh 0, ASAP1 GAP inh 2, Tn7 DDE FP 0, UHRF1 binding 2, PLC-beta3 inh -1, ADAM17 inh -6 and ARFGAP1 inh 3.
For CNc1nc2c(C)cccn2c(=O)c1C=Nc1ccc(OC)cc1 the results were proKLK7 act 1.8, MBD2 inh 2, DDE Tn6 FP inh 1, PLCg1 inh -23, ASAP1 GAP inh 3, Tn7 DDE FP 4, UHRF1 binding -1, PLC-beta3 inh -37, ADAM17 inh -37 and ARFGAP1 inh 9.
`COc1ccc(N(C)S(=O)(=O)c2cccc(C(=O)NC3CCCCCC3)c2)cc1` gave proKLK7 act -0.2, MBD2 inh 6, DDE Tn6 FP inh 1, PLCg1 inh 1, ASAP1 GAP inh -2, Tn7 DDE FP -1, UHRF1 binding 1, PLC-beta3 inh -8, ADAM17 inh -4 and ARFGAP1 inh 8.
For c1ccc(-c2csc(N3CCSCC3)n2)cc1 the results were proKLK7 act 0.0, MBD2 inh -2, DDE Tn6 FP inh 3, PLCg1 inh 4, ASAP1 GAP inh -11, Tn7 DDE FP -5, UHRF1 binding 0, PLC-beta3 inh 1, ADAM17 inh 1 and ARFGAP1 inh 5.
`C#CCOCCOCCOCCNc1nc(N2CCN(C(=O)[C@H](C(C)C)n3cc(CCO)nn3)CC2)nc(N2CCN(C(=O)[C@H](Cc3ccc(O)cc3)n3cc(CCO)nn3)CC2)n1` gave proKLK7 act 0.0, MBD2 inh 9, DDE Tn6 FP inh -4, PLCg1 inh -1, ASAP1 GAP inh 9, Tn7 DDE FP 0, UHRF1 binding 2, PLC-beta3 inh 1, ADAM17 inh -6 and ARFGAP1 inh 4.
Screening CN(CC(O)Cn1c2ccccc2c2ccccc21)S(C)(=O)=O (configuration not stated) returned proKLK7 act -0.2, MBD2 inh 2, DDE Tn6 FP inh 0, PLCg1 inh -1, ASAP1 GAP inh -3, Tn7 DDE FP -5, UHRF1 binding 2, PLC-beta3 inh 4, ADAM17 inh 1 and ARFGAP1 inh 1.
For COc1ccc(OCC(O)CN2CCC(CN3C(=O)c4cccc5cccc(c45)C3=O)CC2)cc1 (configuration not stated) the results were proKLK7 act 1.0, MBD2 inh -7, DDE Tn6 FP inh 4, PLCg1 inh -6, ASAP1 GAP inh 0, Tn7 DDE FP 11, UHRF1 binding -6, PLC-beta3 inh -14, ADAM17 inh -71 and ARFGAP1 inh -6.
COc1cc(=O)[nH]c(SCc2c(F)c(F)c(F)c(F)c2F)n1 was read as proKLK7 act -0.5, MBD2 inh 5, DDE Tn6 FP inh 1, PLCg1 inh -2, ASAP1 GAP inh 9, Tn7 DDE FP 1, UHRF1 binding -1, PLC-beta3 inh -3, ADAM17 inh -3 and ARFGAP1 inh -1.

By substructure: the entries above with a halogen.
Screening COc1ccc(-c2c(C#N)c(N)nc3c2c(=O)n(C)c(=O)n3C)cc1Cl returned proKLK7 act -0.1, MBD2 inh 6, DDE Tn6 FP inh 3, PLCg1 inh -2, ASAP1 GAP inh -6, Tn7 DDE FP -9, UHRF1 binding 4, PLC-beta3 inh -3, ADAM17 inh -3 and ARFGAP1 inh 9.
For Cc1cc2c(C)cc(=O)[nH]c2cc1NC(=O)CCl the results were proKLK7 act 0.4, MBD2 inh 8, DDE Tn6 FP inh -8, PLCg1 inh -9, ASAP1 GAP inh 1, Tn7 DDE FP 5, UHRF1 binding 4, PLC-beta3 inh -28, ADAM17 inh -48 and ARFGAP1 inh -11.
COc1cc(=O)[nH]c(SCc2c(F)c(F)c(F)c(F)c2F)n1 was read as proKLK7 act -0.5, MBD2 inh 5, DDE Tn6 FP inh 1, PLCg1 inh -2, ASAP1 GAP inh 9, Tn7 DDE FP 1, UHRF1 binding -1, PLC-beta3 inh -3, ADAM17 inh -3 and ARFGAP1 inh -1.
